Screening data as filed in PubChem.
CCT modulator: changes cytosolic chaperonin activity | AID 651819 | actives 0.3% (n = 360,000) | purified chaperonin ATPase assay, HTRF ADP detection, 30 min | activity change, % (test concentration not listed), hits read low; in the data active means activity change below about -30%; further: on the % scale 0 is the no-effect control and ±100 the full control effect
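Nucleotide hydrolysis assay: TRiC at 20–40 nM final (set by batch activity) with 10 uM ATP, 30 min at 37 °C, in presence of 76 uM compound. Detection by competitive ADP HTRF, 30 min ambient.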
Mm-Cpn inhibitor: inhibitors of Methanococcus maripaludis chaperonin (MmCpn); purified Mm-Cpn ATPase, ADP Transcreener TR-FRET; Potency, µM (doses to about 76.9 µM), for inactives: top-dose activity, negative = inhibition, actives largely listed as inhibitors; actives 0.031% (n = 330,000); AID 504842; further: potency means the concentration at half of the fitted maximal effect; on the % scale 0 is the no-effect control and ±100 the full control effect; nearly all actives have a fitted effect of over 80% in size
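ATP (10 uM final) was added to archaeal chaperonin (25 nM final) after 10 min exposure to test compound at 37°C; after 30 min further incubation, ADP was detected by competitive TR-FRET.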
ATXN viability: reduces viability in counter-screen for ATXN expression inhibitors | S2 cells (HEK-293 line with an ATXN2-luciferase reporter) viability, CellTiter-Fluor protease fluorescence, 24 h | Potency, µM (doses to about 56.7 µM), actives largely listed as cytotoxic | actives 0.49% (n = 400,000) | AID 651635; further: potency means the concentration at half of the fitted maximal effect; nearly all actives have a fitted effect of over 40% in size
pAkt inh: Akt phosphorylation inhibition; Neuro2A IGF-stimulated pAkt S473 HTRF, 20 min; stronger effect = lower value; activity change, % for hits at 50 µM; actives 0.32% (n = 360,000); in the data active means activity change below about -80%; inconclusive means mostly about -51% to -80%; further: on the % scale 0 is the no-effect control and ±100 the full control effect
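Single-point screen (50 µM final compound) in Neuro2A cells stimulated 20 min with 6 nM IGF at 37 deg C. After lysis, Ser473-phosphorylated Akt read by HTRF (ex 330 nm, em 615/665 nm) as the 665/615 ratio.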
A549 tox: kills or reduces viability of A549 cells in Nrf2 counter-screen; Potency, µM (titrated, usually from 46 µM), for inactives: at the top dose activity change, negative = cytotoxicity, hits mostly inhibitors; A549 ARE-Fluc cells, CellTiter-Fluor viability, 18-24 h; AID 504648; actives 0.16% (n = 390,000); further: potency means the concentration at half of the fitted maximal effect; on the % scale 0 is the no-effect control and ±100 the full control effect
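Cytotoxicity counterscreen: CellTiter-Fluor fluorescence was measured in A549 ARE_Fluc cells after 18-24 h of compound exposure in a concentration series. The subsequent BugLite luminescent read reports ARE-luciferase activity.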
HepG2 tox: kills HepG2 cells in TGF-b inhibitor counter-screen; HepG2 CAGA-GFP viability, ATP luminescence, 18 h; Potency, µM (doses to about 46.1 µM), without a hit: top-dose activity change, negative = cytotoxicity, most hits filed as cytotoxic; actives 0.76% (n = 410,000); AID 588856; further: potency means the concentration at half of the fitted maximal effect; some results filed as inactive show a strong effect at the top dose
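CellTiter-Glo luminescence gave cytotoxicity after 18 hours at 37 degrees C. The cells were HepG2 CAGA-GFP in 1% FBS DMEM, stimulated with 500 pg/mL TGF-beta after compound addition. %Activity was normalised to no-cell wells (complete cell-killing) and DMSO (no toxicity), and curves were fitted and classified.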
Nrf2 inh: Nrf2 pathway inhibition; A549 ARE-Fluc reporter, luciferase luminescence, 18-24 h; Potency, µM (series often up to 46 µM), for inactives: at the highest dose activity change, negative = inhibition, usual class: inhibitors; actives 2.1% (n = 360,000); further: potency means the concentration at half of the fitted maximal effect; on the % scale 0 is the no-effect control and ±100 the full control effect; nearly all actives have a fitted effect of over 60% in size
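A549 ARE_Fluc cells (5000/well, 5% FBS OPTI-MEM) pre-incubated 2 h, then treated with compounds 18-24 h at 37C/5% CO2 in concentration-response. CellTiter-Fluor viability read first; BugLite luciferase luminescence after 15 min at room temperature gives Nrf2 activity.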
Nrf2 ARE act: Nrf2 pathway activation; AREc32 ARE-luciferase reporter (MCF7-derived line), luminescence, 24 h; actives 0.31% (n = 410,000); Potency, µM (highest dose often 46.1 µM), inactives show at the top dose activation, most hits filed as activators; further: potency means the concentration at half of the fitted maximal effect; % of control where 0% means no effect; nearly all actives have a fitted effect of over 65% in size
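Reporter line AREc32 (ARE-Fluc), seeded overnight in OPTI-MEM with 5% FBS; compound pin-transferred, 24 hr at 37 deg C, 5% CO2; luminescent read-out.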
TGFb SMAD3 inh: blocks TGF-b signaling | HepG2 CAGA-GFP TGF-b/SMAD3 reporter, GFP fluorescence, 18 h; TGF-beta stimulated, 500 pg/mL final | Potency, µM (highest dose often 46.1 µM), for inactives: top-dose activity, negative = inhibition, usual class: inhibitors | actives 1.2% (n = 410,000) | AID 588855; further: potency means the concentration at half of the fitted maximal effect; on the % scale 0 is the no-effect control and ±100 the full control effect; nearly all actives have a fitted effect of over 65% in size
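HEPG2 CAGA-GFP, 1000 cells/well; 2 h settle, 37 C; cpd via pin tool; TGF-b 500 pg/mL final; 18 h, 37 C; GFP imaging ex488/em500-530; %Activity normalised to -TGF-b and +DMSO controls; CRC fit, curve class.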
Starred values were filed as active, the others as inactive; i = inactive; ? = inconclusive; · = no result given. Unless noted, the call rests on the fitted dose curve; in most records, active means well fitted curve in the direction sought with a large enough effect; inconclusive means small, poorly fitted or top-dose-only effect, or another doubt; inactive means no such curve, though single readings can be large; an effect the other way counts as inactive or inconclusive.

Results follow in this order: HepG2 tox, CCT modulator, Nrf2 inh, pAkt inh, Nrf2 ARE act, A549 tox, TGFb SMAD3 inh, ATXN viability, Mm-Cpn inhibitor
- Cc1nc2scc(-c3ccc(C(C)(C)C)cc3)c2c(=O)n1N
    -23%, -0.4, 2%, i, 6.3%, 1%, -18%, i, 1%
- CN1CCN(S(=O)(=O)c2ccc(Sc3nnnn3-c3ccccc3)c([N+](=O)[O-])c2)CC1
    -48%, -0.4, -7%, i, ?, -4%, ?, ·, 1%
- O=c1[nH]c(-c2ccncc2)nc2ccccc12
    -5%, 1.5, ?, i, 0.5%, -9%, 5%, i, -1%
- O=C(O)CCn1ccc2cc(S(=O)(=O)N3CCCCC3)ccc21
    -17%, ·, ?, ·, 2.0%, 1%, -6%, i, ·
- CNC(=O)N(O)C1N(NC(=O)Nc2cccc3ccccc23)C(=S)SC1(C)C (centres undefined)
    1%, -2.1, -3%, i, 4.6%, 0%, ?, i, 2%
- C/C(CC(=O)Nc1ccccc1)=N\NC(=O)COc1ccc(C)cc1Br
    9%, -3.8, -12%, i, 0.2%, 0%, 1%, ?, -1%
- O=[N+]([O-])c1ccc(-c2cnc3ccccc3n2)cc1
    -30%, -38*, ?, i, 3.1%, 2%, 27%, i, -1%
- CCOc1ccc(C2C(C#N)=C(N)Oc3cc(C)oc(=O)c32)cc1 (centres undefined)
    13%, 0.9, -12%, i, 0.3%, -7%, 0%, ?, 2%
- Clc1cccc(Cc2c(C3CCCCC3)nc3ccc(Cl)cn23)c1
    -18%, 1.4, ·, i, 9.7%, ·, ?, ?, ·
- CCc1ccc(NC(=O)Nc2cc(C(=O)O)ccc2N2CC3CC(C2)c2cccc(=O)n2C3)cc1 (centres undefined)
    -7%, 1.7, 14%, i, -0.6%, 0%, -9%, i, 1%
- N#Cc1ccc(Oc2ccc(S(=O)(=O)N3CCOCC3)cn2)cc1
    9%, -0.6, 3%, i, -0.1%, -1%, -1%, i, 1%
- COc1ccc(Nc2nc(N)nc(CN(C)C3CCCCC3)n2)cc1
    0%, -0.1, 4%, i, -0.3%, -5%, 12%, i, -1%
- CCCC(C(=O)OCC)P(=O)(c1ccccc1)c1ccccc1 (centres undefined)
    -9%, -2.2, -5%, i, -0.6%, -6%, -39%, ?, 0%
- CCn1nc(C)c(CNC(=O)c2cc(COc3ccc(F)cc3Cl)on2)c1C
    -57%, -2.6, -92%, i, 3.4%, -7%, ?, ?, 3%
- CCn1cc([N+](=O)[O-])c(C(=O)N2CCCC2)n1
    3%, -0.5, 3%, i, -0.7%, 0%, -28%, i, 1%
- Cn1cnc(S(=O)(=O)Nc2cc(C(F)(F)F)ccc2N2CCOCC2)c1
    16%, -1.2, 2%, i, 0.3%, 1%, 0%, i, -12%
- CN(Cc1cnn(C)c1)Cc1nc(Cc2ccccc2Cl)no1
    0%, 1.5, -19%, i, 0.1%, -2%, 23%, i, -1%
- COc1ccccc1NCCC(=O)OCC(=O)Nc1ccc(Cl)cn1
    -1%, 0.5, 2%, i, 0.2%, -7%, -1%, i, 1%
- O=C(CC1CC1)Nc1ccc2c(c1)[C@H]1C[C@H](CC(=O)N3CCc4ccccc4C3)O[C@@H](CO)[C@H]1O2
    45%, -7.2, ·, i, 0.3%, ·, 0%, i, ·
- CN1CCN(NS(=O)(=O)c2cccs2)CC1
    4%, -1.0, 1%, i, -0.7%, 2%, -20%, i, 3%
- COC(=O)c1c(C)[nH]c(C(=O)/C=C/c2ccccc2F)c1C
    1%, -4.4, ?, i, 11%, -6%, 1%, i, 0%
- COc1ccc(CCNC(=O)Cc2c(C)c3c(cc(C)c4c(C)c(C)oc43)oc2=O)cc1
    -9%, ·, 2%, ·, -0.2%, 5%, -10%, ·, ·
- CC1CCN(C(=O)C(=O)Nc2sc3c(c2C(N)=O)CC(C)(C)OC3)CC1
    -4%, -4.1, -7%, i, -0.6%, 2%, 4%, i, 0%
- CC1=Nc2ccccc2/C1=C\c1nc(-c2ccc(F)cc2)oc1O
    -19%, -1.6, ·, i, -0.3%, -5%, -18%, ?, 0%
- COc1ccc(NC(=O)CNC(=O)c2ccco2)cc1
    -1%, -9.9, ?, i, 0.1%, 8%, 1%, i, 1%
- Cc1c(C(=O)N2CCOCC2)c(S(=O)(=O)Nc2cccc(F)c2)c(C)n1C
    -1%, -0.5, 11%, i, -0.8%, 9%, -5%, i, 2%
- CCn1nnc(NC(=O)c2ccc(C(C)(C)C)cc2)n1
    -9%, 1.1, ?, -108%*, 2.3%, -2%, 3%, ?, 3%
- Nc1nc(SCCO)[nH]c(=O)c1NC(=O)c1ccccc1F
    -14%, -1.5, -5%, i, 0.0%, -1%, ?, i, -2%
- CC(NC(=O)COC(=O)Cn1cc(C(F)(F)F)ccc1=O)c1ccccc1 (centres undefined)
    8%, 1.3, 4%, i, -0.6%, 1%, -2%, i, -4%
- OC(c1ccccc1)c1nc(-c2ccc(Cl)cc2)cs1 (centres undefined)
    -28%, -4.4, ·, i, 3.5%, ·, -15%, i, ·

Some entries already given, reduced to CCT modulator, Nrf2 ARE act and Nrf2 inh:
mol	CCT modulator	Nrf2 ARE act	Nrf2 inh
CN(Cc1cnn(C)c1)Cc1nc(Cc2ccccc2Cl)no1	1.5	0.1%	-19%
CCn1nc(C)c(CNC(=O)c2cc(COc3ccc(F)cc3Cl)on2)c1C	-2.6	3.4%	-92%
N#Cc1ccc(Oc2ccc(S(=O)(=O)N3CCOCC3)cn2)cc1	-0.6	-0.1%	3%

(next part)
Results follow in this order: HepG2 tox, CCT modulator, Nrf2 inh, pAkt inh, Nrf2 ARE act, A549 tox, TGFb SMAD3 inh, ATXN viability, Mm-Cpn inhibitor
- CCn1c(=O)c(-c2cc(=O)[nH][nH]2)c(O)c2ccccc21
    -11%, 2.5, 20%, i, -0.3%, 0%, 3%, i, -2%
- O=C(O)CCC(=O)Nc1ccc(Cc2ccc(NC(=O)CCC(=O)O)cc2)cc1
    -13%, -0.5, 4%, i, 0.0%, -2%, 2%, i, 4%
- CCOc1ccc(NC(=O)CSc2ncc3c(n2)-c2ccccc2N(Cc2ccccc2C)S3(=O)=O)cc1
    7%, ·, 6%, ·, 0.5%, -1%, 19%, i, ·
- CS(=O)(=O)N(CCc1ccccc1)CC(=O)NCc1ccncc1
    -4%, 1.0, 4%, i, 0.4%, 2%, 6%, i, 0%
- CCOC(=O)Cc1csc(NS(=O)(=O)c2ccc(OC)cc2)n1
    3%, 1.1, -21%, i, -0.4%, -2%, 20%, ?, 0%
- Cc1ccc(C)c(C(=O)n2cnnc2N)c1
    1%, -2.7, 1%, i, 0.2%, 0%, -1%, i, 1%
- CS(=O)(=O)N(CCc1ccccc1)CC(=O)Nc1ccc(Br)cc1F
    2%, 0.6, -18%, i, -0.6%, -2%, -13%, i, 2%
- COc1ccc(OC)c(NC(=O)Nc2cccc(Cn3cccn3)c2)c1
    -1%, -1.8, ?, i, -0.5%, ·, 0%, i, 0%
- CCc1ccccc1NC(=O)c1ccccc1Sc1ccc([N+](=O)[O-])cc1Cl
    -38%, -1.4, -24%, i, 0.2%, 0%, -11%, i, 2%
- C/C(Cl)=C\Cn1c(=O)c2c(nc3n2CCS3)n(C)c1=O
    5%, -10, ·, i, 4.1%, 0%, 2%, i, 0%
- Cc1ccc(N(Cc2cc3ccccc3[nH]c2=O)C(=O)c2ccco2)c(C)c1
    -6%, 0.0, ?, -112%*, -0.2%, -17%, -13%, i, 1%
- CC1Cc2cc(/C(O)=C3\C(=O)C(=O)N(Cc4ccncc4)C3c3ccccc3F)ccc2O1 (centres undefined)
    2%, -2.6, -3%, i, -0.5%, 1%, 5%, i, -3%
- N#CCCC1(CCC#N)c2ccccc2C(=O)c2ccccc21
    -26%, -0.5, ·, i, -0.2%, ·, 20%, i, ·
- CCOc1ccc(C(=O)NC(=S)N(Cc2ccccc2)Cc2ccccc2)cc1
    -15%, 0.3, ?, i, 4.8%, -11%, -19%, i, 2%
- CC(=O)c1ccc(NC(=O)CC23CC4CC(C2)CC(n2nnc(C)n2)(C4)C3)cc1
    6%, 0.3, 9%, i, -0.8%, 5%, 5%, i, 3%
- Cc1ccc(N(CC(=O)Nc2cc(C)ccc2C)S(C)(=O)=O)cc1
    0%, -0.4, 3%, i, -0.4%, 0%, 9%, i, -3%
- COc1cc(C(=O)NC(C(=O)Nc2cccc(C(C)=O)c2)C(C)C)cc(OC)c1OC (centres undefined)
    -8%, -4.1, -8%, i, 6.6%, 6%, 11%, i, -2%
- COc1cccc(CC(=O)N2CCC(n3nccc3NC(=O)C3CCOC3)CC2)c1 (centres undefined)
    8%, -1.7, 4%, i, -0.9%, 0%, -17%, i, -2%
- COc1ccc(C(=O)Nc2ccc(NC(=O)c3cccs3)cc2)cc1OC
    -1%, ·, -8%, ·, 5.7%, 2%, ?, i, ·
- COc1ccc(CCNC(=O)CN2C(=O)NC3(CCc4ccccc43)C2=O)cc1 (centres undefined)
    -21%, -0.2, 6%, i, -0.6%, 0%, -12%, i, 2%
- COc1ccc(C(=O)N/C(=C\c2cn(C)c3ccccc23)C(=O)NCCCN2CCOCC2)cc1OC
    -3%, -0.3, 16%, i, 0.7%, 2%, 2%, i, -1%
- N#Cc1ccccc1S(=O)(=O)N1CCN(C(=O)c2ccc(-n3cncn3)c([N+](=O)[O-])c2)CC1
    11%, -2.3, 6%, i, 0.3%, 1%, 11%, i, 2%
- COC(=O)c1cc(NC(=O)CSc2nnc(N)s2)ccc1Cl
    1%, -0.7, 19%, i, -0.9%, 0%, 7%, i, 2%
- CCn1c(SCC(=O)Nc2cc(C)on2)nc2c(c1=O)SCC2
    3%, -2.0, -9%, i, -0.6%, 10%, 10%, i, -5%
